Assay outcomes from PubChem BioAssay.
TTR transcr act – TTR transcription activation, primary screen | SH-SY5Y TTR promoter Gaussia luciferase, luminescence; 100% = recombinant luciferase protein wells | activation, % at 16.7 µM | 92,000 compounds, 1.3% hits | AID 1117267;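 active = activation above the mean of all tested compounds plus 3 SD, cut at about 9.5% in these data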;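 note: cells exposed to compounds for one day before reading; 0% = median of all test compound wells on the plate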
Starred values were filed as active, the others as inactive.

SMILES | TTR transcr act
CN(C)S(=O)(=O)c1cccc(COc2cccnc2[N+](=O)[O-])c1 | 0.6
O=C(CCC1CCCN(C(=O)c2ccncc2)C1)NCc1ccc(F)c(F)c1 (stereo not drawn) | 6.2
CCCC(c1nnnn1CC(=O)OCC)N(Cc1cc2ccc(C)cc2[nH]c1=O)C1CCCC1 (stereo not drawn) | -2.4
COC(=O)Nc1nnc(-c2ccccc2Cl)s1 | -0.4
CCN(C(=O)COC(=O)/C=C/c1ccc(OC(F)F)c(OC)c1)C1CCS(=O)(=O)C1 (stereo not drawn) | 0.0
CCCCCCCCCCSc1n[nH]c(NC(C)=O)n1 | 1.6
CC(=O)N1N=C(c2cccc(Br)c2)OC12CCCC2 | 0.7
COc1ccccc1NC(=O)CCSc1nnc(-c2ccco2)o1 | -0.2
Cc1nc2ccc(C(=O)Nc3ccccc3Cl)cc2s1 | 0.1
Cc1c(Cl)cccc1N(CC(=O)N1CCCCCC1)S(C)(=O)=O | -0.7
CCOC(=O)C(NCCc1ccc(F)cc1)(NC(=O)CC)C(F)(F)F (stereo not drawn) | -1.8
COc1ccccc1N1C(=O)c2ccccc2NC1c1ccc(O)cc1 (stereo not drawn) | -1.3
Cc1cc2c(cc1C)NC(C)CC(=O)N2 (stereo not drawn) | -1.0
Cc1ccc(N=Cc2c(O)n(-c3ccc4c(c3)OCO4)c(=O)c3ccccc23)cc1 | -1.9
O=C(Nc1ccccc1Br)c1cccc2ccccc12 | 0.3
C#CCOC(=O)CCCC(=O)NCCCCCCCC | -0.1
CC(Sc1nnnn1-c1ccc(O)cc1)C(=O)NNC(=O)c1ccc(F)cc1 (stereo not drawn) | -1.2
N=c1n(CCO)c2ccccc2n1CCOc1ccc(Cl)cc1Cl | -0.6
CN1CCN(c2ccc(Cl)cc2NC(=O)/C=C/c2cccc(F)c2)CC1 | -0.6
CN(C)CCCN=c1cc(-c2ccccc2)oc2ccc(Cl)cc12 | -0.5
COc1ccccc1N1CCN(Cc2cn[nH]c2-c2ccc(F)cc2)CC1 | -1.0
COCCCN(CC(=O)O)S(=O)(=O)c1ccccc1 | -1.2
CCOc1ccc(C(CC(=O)O)NC(=O)Cc2ccc(Cl)cc2)cc1 (stereo not drawn) | 1.1
O=C(O)CC(c1ccc(Cl)cc1)n1cccc1 (stereo not drawn) | -1.2
CCOc1ccc2oc(C(=O)Nc3ccc4c(c3)OCO4)c(C)c2c1 | -3.5
CC1SCC(=O)N(CC(=O)NC2CCCCC2)C1=O (stereo not drawn) | -0.3
CC1CC(C)CN(C(=O)C2CCN(S(=O)(=O)c3c(Cl)cccc3Cl)CC2)C1 (stereo not drawn) | -0.2
Cc1sc2ncnc(N3CCC(C(=O)NNC(=O)c4ccc(F)cc4)CC3)c2c1C | 1.0
COc1ccc(CCC(=O)NNC(=O)c2ccc(OC)cc2)cc1 | -0.8
COc1ccc(-c2[nH]ncc2CN(C)CC2CCCCO2)cc1F (stereo not drawn) | 1.8
CCCSc1nc(=S)n(Cc2ccccc2)c(C)c1C(C)=O | -1.4
Oc1cc(O)c(CN2CCOCC2)cc1CN1CCOCC1 | -0.4
CSc1nc(N)nc(C2CC2)n1 | 1.7
CCC1SC(CC)C(=O)N(CC(=O)Nc2ccc3c(c2)OCO3)C1=O (stereo not drawn) | 0.3
C#CCOCCOCCOCCNc1nc(N2CCN(C(=O)C(Cc3cc4ccccc4[nH]3)n3cc(C(N)Cc4ccc(O)cc4)nn3)CC2)nc(N2CCN(C(=O)C(CCC(=O)O)n3cc(C(N)C(C)CC)nn3)CC2)n1 (stereo not drawn) | -0.2
CN1CCN(/N=C/c2ccc(OCc3ccccc3)cc2)CC1 | 0.6
Cc1ccc(C(=O)NCc2ccc3c(c2)OCO3)cc1 | 0.5
O=S(=O)(Nc1ccc(-c2ccc3nncn3n2)cc1)c1cc(F)ccc1F | -1.3
CC(C)c1ccccc1NC(=O)COC(=O)/C=C/c1cccc([N+](=O)[O-])c1 | -0.7
O=C(NCc1ccccc1)c1cc(=O)c2ccccc2o1 | 26.2*
COc1ccc(-n2c(CNC(=O)COc3ccc(Cl)cc3Cl)n[nH]c2=S)cc1 | 0.0
CCCCC(=O)NC(c1cccs1)c1cc(Cl)c2cccnc2c1O (stereo not drawn) | -2.4
C[C@H](CO)N1C[C@H](C)[C@@H](CN(C)Cc2ccc(Cl)c(Cl)c2)Oc2c(NS(=O)(=O)c3cccs3)cccc2C1=O | 1.8
CN(C)c1cccc(C(=O)NC2CCCCCC2)c1 | 0.0
COc1cc2nc(COc3ccc(C#N)cc3)n(CC#N)c(=O)c2cc1OC | 1.6
CC1(C)CC(=O)C(C2=NC(C)(C)Cc3ccccc32)=C(O)C1 | 1.9
C/C(=N/N=C1/NC(=O)CC(C(=O)O)S1)c1ccccc1 (stereo not drawn) | 1.7
Cc1cc(NC(=O)CCC(=O)N(c2ccc(F)cc2)C2(C(=O)NC3CCCCC3)CCCC2)no1 | -0.1

TTR transcr act, hit marks shown above
SMILES | TTR transcr act
O=C(NCc1ccccc1)c1cc(=O)c2ccccc2o1 | 26.2*

More records.
SMILES | TTR transcr act
CC(=O)c1ccc(N=C2SCCCN2C(=O)C2CCCC2)cc1 | 0.1
CCCN1CCC(=O)N([C@H](CSc2ccc(C)cc2)CC(C)C)CC1 | -0.1
CC(=O)N1CCc2ccc([N+](=O)[O-])cc21 | 1.0
O=[N+]([O-])c1cccc(COc2cccc(CO)c2)c1 | 0.6
COc1ccc(NS(=O)(=O)c2cccc(C(=O)NNC(=O)CNC(=O)c3ccccc3Cl)c2)cc1 | 0.6
Cc1cccc(C)c1NC(=O)CSc1nnc(C2CCCCC2)o1 | -0.8
CCOC(=O)c1cc(-c2ccc(F)cc2)n(CC(=O)NCc2ccccn2)c1C | -1.6
COc1ccc(Cl)cc1NC(=O)CN(C)CC(=O)Nc1ccc2c(c1)OCO2 | -0.3
Cc1ccc(-n2ncc3c(=O)[nH]c(SCC(=O)N4CCC(C)CC4)nc32)cc1C | -0.6
O=C(CSc1nc2[nH]ncc2c(=O)n1-c1ccccc1Br)NCc1ccccc1Cl | -1.4
OCc1nc2ccccc2n1/N=C/c1cccs1 | -0.1
CSCCC(NC(=O)/C(=C\c1ccco1)NC(=O)c1ccco1)C(=O)O (stereo not drawn) | 7.0

Some of the entries above, reformatted.
| canonical_smiles | TTR transcr act |
| --- | --- |
| CCCCCCCCCCSc1n[nH]c(NC(C)=O)n1 | 1.6 |
| CC(=O)N1N=C(c2cccc(Br)c2)OC12CCCC2 | 0.7 |

Additional compounds:
SMILES | TTR transcr act
COc1cccc(/C=C2\CC(C)Cc3c2nc2ccccc2c3C(=O)O)c1OC (stereo not drawn) | 1.5
O=C(c1cc2c(s1)-c1ccccc1OC2)N1CCN(c2ccccc2)CC1 | 0.1
CC(=O)c1cc(C)c(OCc2cn(CC(=O)c3ccc(O)cc3)nn2)c(C)c1 | 0.7
CCCOc1ccc(CCC(=O)N/N=C/c2ccc([N+](=O)[O-])o2)cc1 | -0.7
CC1CN(C(=S)SCCN2C(=O)CCC2=O)CC(C)O1 (stereo not drawn) | 2.4
CCCCn1c(N)c(N(CC)C(=O)CCc2ccccc2)c(=O)[nH]c1=O | -0.1
COc1ccccc1C(=O)NC(=S)Nc1cccnc1Cl | 8.9
O=C(c1cc(-c2cccs2)nc2ccccc12)N1CCN(c2ccccc2)CC1 | -1.5
Nc1nc(CCl)nc(Nc2ccccc2)n1 | 2.6
O=C(/C=C/c1ccc([N+](=O)[O-])cc1)NCCSc1ccccc1 | -0.1
COc1ccc(/C=C2\SC(=O)N(CCC(=O)N(C)C3CCS(=O)(=O)C3)C2=O)cc1 (stereo not drawn) | 2.1
O=C(O)c1ccccc1S(=O)(=O)CC(=O)N1CCCCC1 | -0.1
O=S1(=O)NC(CC2=CCCCC2)C2CCCCC2O1 (stereo not drawn) | 6.6
COc1ccccc1OC(=O)c1ccc(SC)cc1OC | 2.2
O=C(/C=C/c1ccc2c(c1)OCO2)N1CCN(c2n[nH]c(=O)[nH]c2=O)CC1 | 0.8
CN(Cc1cn(-c2ccccc2)nc1-c1ccc(Cl)cc1)C(=O)CCC(=O)O | -0.1
CCOc1ccccc1NS(=O)(=O)c1c[nH]c(C(=O)OC)c1 | -1.1
CCCCC(=O)OCC(=O)c1[nH]c(C)c(C(C)=O)c1C | -0.7
O=C(NCc1ccncc1)c1cc(C(=O)C2CCCCC2)c[nH]1 | 2.0
S=c1[nH]nc(-c2ccccn2)n1/N=C/c1ccccc1 | 1.8
O=C(Nc1ccc2c(c1)CCC2)c1cccc(F)c1 | -0.1
COC(=O)[C@H](Cc1ccc(O)cc1)NCCCn1cnc(C(=O)Nc2ccc(C)c(C)c2)n1 | 2.3
COc1cccc2cc(C(=O)NNC(=O)c3ccc(Br)cc3)c(=O)oc12 | 0.7
O=C(Nc1ccccc1O)N1c2ccccc2Sc2ccccc21 | -2.8
O=[N+]([O-])c1ccc(Oc2cccc(C(F)(F)F)c2)nc1 | -1.0
CCOC(=O)c1c(C)[nH]c(C(=O)N2CCN(C(=O)OCC)CC2)c1C | 1.7
CCCN1CCN(CCCNC(=O)Cn2ncc3c4ccccc4n(C)c3c2=O)CC1 | -0.4
N#Cc1c(Nc2ccccc2)sc(C(=O)C2CC2)c1N | 2.8
COc1ccc(OC)c(S(=O)(=O)n2ccnc2C(C)C)c1 | -0.4
CN(C(=O)CCN1C(=O)C(C)(C)Nc2ccccc21)c1ccccc1 | 3.2
CC1(C)Cc2c(sc3nc4n(-c5ccccc5)c(=O)c(CCC(=O)O)nn4c(=O)c23)CO1 | 0.5
Cc1ccccc1NC(=O)c1ccccc1N(C)S(=O)(=O)c1ccccc1 | -1.0
CCOC(=O)CC1Sc2ccccc2NC1=S (stereo not drawn) | 0.0
CCOC(=O)c1ccc(NC(=S)N(CCN(C)C)Cc2cccs2)cc1 | -0.3
COc1ccc(-c2[nH]ncc2C2N=C(N)Nc3nc4ccccc4n32)cc1 (stereo not drawn) | -0.2
CCOc1ccc(N(C)C(=O)CCc2nnc3ccc(N4CCCC4)nn23)cc1 | -0.3
COC(=O)c1cccc(NC2CC(=O)N(c3ccc(OC)c(OC)c3)C2=O)c1 (stereo not drawn) | 0.3
CCOc1ccc(C(=O)NCC(=O)OCC(=O)N2C(C)CCCC2C)cc1 (stereo not drawn) | -0.9
S=C(N/N=C/c1ccc2c(c1)OCO2)NC1CC2CCC1C2 (stereo not drawn) | -1.2
O=C1CCC/C1=C\Nc1ccc(Cl)c([N+](=O)[O-])c1 | 0.1
CC(=O)c1ccc(N2C(=NC(=O)COc3ccccc3)SC3CS(=O)(=O)CC32)cc1 (stereo not drawn) | 10.4*
CN(C)N1C(=O)/C(=C/c2ccco2)SC1=Nc1ccccc1 | 0.0
N#Cc1ccc(CSc2nnc3ccccn23)cc1 | -0.4
CCC12CSc3nc(Cl)ccc3N1C(=O)C(=O)N2C (stereo not drawn) | 1.2
CC(=O)N(c1cccc(Cl)c1)c1nc(C)cc(C)c1C#N | 0.8
CN(C)S(=O)(=O)c1cccc(C(=O)OCC(=O)c2c(N)n(C)c(=O)n(C)c2=O)c1 | -1.4
Cc1ccc(C(=O)ONc2ccc(N=NC(=O)c3ccccc3O)cc2)cc1 | -0.6
O=S(=O)(c1ccccc1C(F)(F)F)N1C=CC(C(F)(F)F)=NCC1 | -1.1
COc1cccc(CNc2nnnn2C)c1 | 0.8
O=C1CCCC(=O)C1C1c2ccccc2CCN1C(=O)CCl (stereo not drawn) | 0.5
COCCCNc1nc(=S)[nH]c2cc(OC)c(OC)cc12 | 2.3
O=C(Nc1ccccc1F)Nc1cccc2ccc(O)cc12 | -1.2
CCOC1(/N=C(\C)NS(=O)(=O)c2ccc(Cl)cc2)C(C)=CC(=O)C=C1C | -1.3
COCCn1cnc2c(c1=O)c1nc3ccccc3nc1n2/N=C/c1cccc(OC)c1 | 0.6
COc1ccc(S(=O)(=O)N2CCOCC2)cc1NC(=O)COC(=O)CCS(=O)(=O)c1ccc(C)cc1 | -1.0
Cc1cc(N2CCCC2)nc2c(C)cccc12 | -1.8
C#Cc1cccc(NC(=O)CSc2nnc(-c3ccc(C(F)(F)F)cn3)o2)c1 | -2.6
COc1ccccc1NC(=O)/C=C\c1ccco1 | -0.1
C=CCN(c1ccccc1OC)S(=O)(=O)c1cccc(C(=O)NC2=NCCS2)c1 | -1.8
Cc1ccc(-c2csc(N3CCN(CCCn4c(-c5ccncc5)nc5ccccc54)CC3)n2)cc1 | -4.5
The results go on:
SMILES | TTR transcr act
Cc1ccc(NC(=O)CNCc2cccs2)c(Br)c1 | 2.0
CC(=O)N1CCc2cc(S(=O)(=O)CCC(=O)N3CCN(c4ccccn4)CC3)ccc21 | 0.9
Cc1ccc(Oc2ncc(CN3CC(C)OC(C)C3)s2)cc1 (stereo not drawn) | 2.7
CC(C)OC(=O)CN1C(=O)S/C(=C/c2ccc(N3CCCCC3)o2)C1=O | -1.5
CCC(CC)C1C(C#N)=C(N)Oc2n[nH]c(C)c21 (stereo not drawn) | -0.7

Of the compounds above, 13 have an aryl thioether with sulfur outside any ring:
SMILES | TTR transcr act
CCCCCCCCCCSc1n[nH]c(NC(C)=O)n1 | 1.6
COc1ccccc1NC(=O)CCSc1nnc(-c2ccco2)o1 | -0.2
CC(Sc1nnnn1-c1ccc(O)cc1)C(=O)NNC(=O)c1ccc(F)cc1 (stereo not drawn) | -1.2
CCCSc1nc(=S)n(Cc2ccccc2)c(C)c1C(C)=O | -1.4
CSc1nc(N)nc(C2CC2)n1 | 1.7
CCCN1CCC(=O)N([C@H](CSc2ccc(C)cc2)CC(C)C)CC1 | -0.1
Cc1cccc(C)c1NC(=O)CSc1nnc(C2CCCCC2)o1 | -0.8
Cc1ccc(-n2ncc3c(=O)[nH]c(SCC(=O)N4CCC(C)CC4)nc32)cc1C | -0.6
O=C(CSc1nc2[nH]ncc2c(=O)n1-c1ccccc1Br)NCc1ccccc1Cl | -1.4
O=C(/C=C/c1ccc([N+](=O)[O-])cc1)NCCSc1ccccc1 | -0.1
COc1ccccc1OC(=O)c1ccc(SC)cc1OC | 2.2
N#Cc1ccc(CSc2nnc3ccccn23)cc1 | -0.4
C#Cc1cccc(NC(=O)CSc2nnc(-c3ccc(C(F)(F)F)cn3)o2)c1 | -2.6

Some of the compounds tested. The share of hits here may be higher or lower than overall.
